PRMT1 FP inh: PRMT1 (human) inhibition, primary screen | 370,000 compounds, 1.3% hits | inhibition, % at 2.79 µM | recombinant PRMT1, activity-based probe fluorescence polarization | Q99873;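 active = inhibition above about 21% made by adding two undisclosed values, limit read from the data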
MBD2 inh: inhibitors of human MBD2 binding to methylated oligonucleotide; TR-FRET; inhibition, % at 4.4 µM; 370,000 compounds, 0.31% hits; AID 686964; in the data active = inhibition above about 13%
Target sequence (Q9UBB5 whole entry, looked up): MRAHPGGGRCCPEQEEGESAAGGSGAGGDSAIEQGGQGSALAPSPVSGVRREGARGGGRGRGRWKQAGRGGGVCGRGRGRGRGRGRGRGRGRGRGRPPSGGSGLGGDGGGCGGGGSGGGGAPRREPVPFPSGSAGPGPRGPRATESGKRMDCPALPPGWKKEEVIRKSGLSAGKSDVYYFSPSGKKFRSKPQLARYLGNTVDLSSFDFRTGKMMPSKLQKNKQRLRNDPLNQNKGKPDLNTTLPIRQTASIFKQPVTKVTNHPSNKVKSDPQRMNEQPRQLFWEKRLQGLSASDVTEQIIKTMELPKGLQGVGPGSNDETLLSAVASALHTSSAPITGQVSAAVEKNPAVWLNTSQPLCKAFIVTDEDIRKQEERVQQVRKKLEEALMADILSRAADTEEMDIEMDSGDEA
LEDGF integ inh: blocks HIV-1 LEDGF/p75-dependent DNA integration; TR-FRET IN-LEDGF/p75 DNA integration, Eu/Cy5; inhibition, % at 3.7 µM; 370,000 compounds, 0.64% hits;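 active = inhibition above the screen-wide mean plus 3 SD, cut at about 13% in these data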;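 also: signal is the Cy5 over europium emission ratio at 671 and 618 nm; 0% = plate median of compound wells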
proKLK7 act: activators of human kallikrein-7 zymogen. 370,000 compounds, 0.9% hits. purified proKLK7, EDANS-DABCYL substrate fluorescence; 100% is mature enzyme control, 0% vehicle. P49862. activation, % at 7 µM. AID 652039;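 active = activation above the mean of all tested compounds plus 3 SD, computed per campaign excluding outliers beyond control limits, cut at about 13% in these data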
Tn6 DDE FP: disrupts Tn6 cyclic peptide binding to fibrin D-Dimer-E complex | AID 720509 | P02675 | Fibrin DD(E) TRITC-Tn6 fluorescence polarization displacement | inhibition, % at 8.3 µM | 370,000 compounds, 0.21% hits;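 active = inhibition above a per-campaign cutoff: mean of compounds within control limits plus 3 SD, cut at about 15% in these data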;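 also: 0% = median of all compound wells on the plate and 100% = blocking peptide control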
Target sequence (P02675 whole entry, looked up): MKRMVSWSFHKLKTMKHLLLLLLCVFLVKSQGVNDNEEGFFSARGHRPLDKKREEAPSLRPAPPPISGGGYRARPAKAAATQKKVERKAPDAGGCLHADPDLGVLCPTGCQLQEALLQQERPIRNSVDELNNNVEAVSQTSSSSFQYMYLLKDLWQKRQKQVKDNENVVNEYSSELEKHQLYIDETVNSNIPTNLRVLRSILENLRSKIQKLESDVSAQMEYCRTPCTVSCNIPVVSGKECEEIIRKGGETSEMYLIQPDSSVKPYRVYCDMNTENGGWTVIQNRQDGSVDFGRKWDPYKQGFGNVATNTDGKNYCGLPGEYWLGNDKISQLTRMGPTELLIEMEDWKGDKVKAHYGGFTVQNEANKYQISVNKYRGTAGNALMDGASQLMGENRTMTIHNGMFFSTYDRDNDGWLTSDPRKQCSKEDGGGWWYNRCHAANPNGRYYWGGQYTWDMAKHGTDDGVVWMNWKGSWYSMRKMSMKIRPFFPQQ
SIAE inh: human SIAE inhibition, primary screen; Q9HAT2; 370,000 compounds, 0.69% hits; inhibition, % at 9.66 µM; SIAE FP-Rh probe binding, fluorescence polarization;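 active = inhibition above a cutoff: mean of compounds within the control limits plus 3 SD of those, cut at about 17% in these data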;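 also: 0% = plate median of compound wells and 100% = probe without SIAE protein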
Tn7 DDE FP: disrupts Tn7 cyclic peptide binding to fibrin D-Dimer-E complex. P02675. FP displacement of FITC-Tn7 peptide from fibrin DD(E); 0% = median of compound wells per plate. inhibition, % at 8.3 µM. 370,000 compounds, 0.13% hits;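 active = inhibition above the mean of compounds falling within the control limits plus 3 SD of them, cut at about 14% in these data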;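 also: 0% = plate median of compound wells and 100% = 10 µM Aha-Tn7 peptide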
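Measure: % inhibition scaled between sample-field median and high-control FP; Test system: human fibrin DD(E); Quantity: 2 µM final DD(E) protein; Doses: one dose, 8.3 µM nominal; Schedule: compound with protein 10 min, then 3 h after probe, room temperature; Detection: fluorescence polarization; Medium: Tris buffer with calcium and detergent, pH 7.8.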
UHRF1 binding: human UHRF1 methylated DNA binding inhibitors; Q96T88; UHRF1 binding to methylated oligo, TR-FRET; inhibition, % at 4.4 µM; 370,000 compounds, 0.75% hits; AID 687016; in the data active = inhibition above about 21%;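 also: UHRF1 SRA domain binding a hemimethylated CpG hairpin DNA probe; 0% = median of test compound wells and 100% = reference inhibitor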
TCR-CD3 inh: human TCR-CD3 binding inhibition | TAMRA-labeled TCR probe fluorescence, biochemical | inhibition, % at 9.4 µM | 360,000 compounds, 0.37% hits | AID 651800; in the data active = inhibition above about 19%;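 also: recombinant mutant TCR 2C K166C tagged with TAMRA read by polarization; 0% = receptor in buffer alone and 100% = receptor with positive control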
TDP2 inh: TDP2 (human) inhibition, absorbance primary screen | O95551 | inhibition, % at 12.8 µM | 370,000 compounds, 0.34% hits | recombinant TDP2, T5PNP hydrolysis, p-nitrophenol absorbance 415 nm;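 active = inhibition above the mean of all tested compounds plus 3 SD, set per campaign, cut at about 25% in these data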;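 also: 0% = DMSO with enzyme and 100% = buffer with substrate but no TDP2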
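Test system: human TDP2 enzyme; Input: 120 nM TDP2 per well; Buffer or medium: Mg2+-containing Tris-HCl buffer, pH 7.5; Reagent: 5 mM T5PNP; Dosing: 12.8 µM single point, 1% DMSO; Incubation: reaction 2 h, 37 °C; Detection: p-Nitrophenol epi absorbance; Read-out: % inhibition relative to enzyme-containing and enzyme-free wells; Replicates: single well per compound.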
* hit, by the source's call.

SMILES	PRMT1 FP inh	MBD2 inh	LEDGF integ inh	proKLK7 act	Tn6 DDE FP	SIAE inh	Tn7 DDE FP	UHRF1 binding	TCR-CD3 inh	TDP2 inh
COc1ccc(CCNC(=O)Cn2nc(C(=O)O)c3ccccc3c2=O)cc1OC	1	1	-2	0.7	3	8	4	-3	-4	2
CC1(C)CC(NC(=O)C2CCN(S(=O)(=O)c3cccc(C(F)(F)F)c3)CC2)CC(C)(C)N1	-5	-5	3	0.2	0	6	2	-2	1	-8
COc1ccc(C)c2sc(=NC(=O)c3ccc(C(C)=O)cc3)n(C)c12	3	3	-5	-1.2	0	-6	1	3	3	-7
COC(=O)[C@]12C[C@H](CC(=O)NCCCCc3ccccc3)C(=O)N(Cc3ccccc3)C1=C[C@H](C1CCCC1)O[C@@H]2C	3	-3	-3	0.1	5	7	-1	0	-3	-9
CCCCNC(=O)COc1ccccc1C(=O)c1cc(C#N)c(=O)n(CCOC)c1	1	-1	1	-1.8	1	-1	3	6	-4	-4
COc1ccc(NC(=O)CSCC(=O)Nc2cc(Cl)ccc2N2CCOCC2)cc1	-1	5	2	0.3	3	-1	-1	-1	1	-5
CCOc1ccc(CN(C(=O)c2cccs2)C2CCS(=O)(=O)C2)cc1 (stereo not drawn)	-1	-9	-4	-0.6	11	3	3	-3	12	-6
COc1ccc(CC(=O)N2CC3(C)CC2CC(C)(C)C3)cc1 (stereo not drawn)	3	2	2	0.1	1	0	-4	1	1	-11
N/C(=N\OC(=O)c1ccc2c(c1)OCO2)c1ccncc1	-6	0	4	0.4	-3	1	15*	0	-3	-21
COc1cccc(CNCC(O)(c2ccc(Cl)cc2)c2ccc(Cl)cc2)c1	1	2	-3	-0.4	-8	-2	5	2	-10	-3
O=c1c2ccccc2nc(-c2ccco2)n1CCc1ccc(O)cc1	7	3	-8	-0.2	1	-7	3	1	-3	-4
CCOc1ccccc1/C=N/NC(=O)CNC(=O)c1ccc(S(=O)(=O)N2CCOCC2)cc1	1	0	1	0.0	0	-5	2	6	1	1

Three compounds from above, arranged by molecular weight, descending.
SMILES	PRMT1 FP inh	MBD2 inh	LEDGF integ inh	proKLK7 act	Tn6 DDE FP	SIAE inh	Tn7 DDE FP	UHRF1 binding	TCR-CD3 inh	TDP2 inh
O=c1c2ccccc2nc(-c2ccco2)n1CCc1ccc(O)cc1	7	3	-8	-0.2	1	-7	3	1	-3	-4
COc1ccc(CC(=O)N2CC3(C)CC2CC(C)(C)C3)cc1 (stereo not drawn)	3	2	2	0.1	1	0	-4	1	1	-11
N/C(=N\OC(=O)c1ccc2c(c1)OCO2)c1ccncc1	-6	0	4	0.4	-3	1	15*	0	-3	-21

(next part)
SMILES	PRMT1 FP inh	MBD2 inh	LEDGF integ inh	proKLK7 act	Tn6 DDE FP	SIAE inh	Tn7 DDE FP	UHRF1 binding	TCR-CD3 inh	TDP2 inh
CC(C)(CNC(=O)CNC(=O)c1ccc(Cl)cc1Cl)N1CCOCC1	-2	-2	-1	-0.6	4	3	6	0	5	1
Nc1c(C(=O)NCC2CCCO2)c2nc3ccccc3nc2n1-c1ccccc1 (stereo not drawn)	0	-11	2	-34	-1	-1	-2	-5	5	-11
O=C1C2C(C(=O)N1CC1CCCO1)C1C=CC2C12CC2 (stereo not drawn)	2	-3	-3	-0.3	4	11	1	-2	7	-8
COCCNC(=O)COC(=O)c1ccc(S(=O)(=O)N2CCOCC2)cc1	0	-3	0	0.6	0	-3	16*	-3	2	0
Cc1ccc(OCC(=O)Nc2ccc(N3CCN(S(C)(=O)=O)CC3)cc2)cc1C	1	4	-2	0.0	-9	0	-2	-1	-4	7
CCCN(Cc1cc2ccccc2[nH]c1=O)C(=O)c1cccc([N+](=O)[O-])c1	-2	1	-1	0.4	4	-2	-2	0	0	3
Cc1cccc(OC2CCN(Cc3c(C(=O)N4CCCC4)nc4ccccn34)CC2)c1	1	-3	2	-0.8	-1	1	3	-2	4	-1
COc1ccccc1NS(=O)(=O)c1cc(NC(=O)c2cccc(S(=O)(=O)N(C)C)c2)ccc1N1CCOCC1	-2	-1	-1	-0.5	2	-37	3	0	6	-6
CC(C)Nc1nc(NNc2nc(Cl)nc(NC(C)(C)C)n2)nc(NC(C)C)n1	-2	-2	6	0.3	-1	1	0	3	6	-17
N#Cc1ccc(C(C(=O)NCc2ccccc2)n2c(=O)c(-c3cc4ccccc4[nH]3)nc3ccccc32)cc1 (stereo not drawn)	10	10	-2	-72	-11	-27	-6	0	-3	0
COC(=O)c1cc2sc(Cl)cc2n1CC(=O)Nc1cccc(SC)c1	-1	4	1	0.1	-4	2	-6	-4	2	-13
O=C(CSc1ccc(-c2cccnc2)nn1)Nc1ccc(F)cc1	-1	-3	-3	0.6	0	2	0	-1	10	-1
O=C(N/N=C/c1ccc([N+](=O)[O-])cc1)c1ccccc1OCc1ccccc1	3	5	-3	0.0	4	4	1	1	-3	1
Cn1cnc2cc(OC(=O)c3ccccc3)ccc21	-1	1	0	-0.3	3	6	0	0	0	3
COc1ccc(NC(=S)N(C)CC2COc3ccccc3O2)cc1 (stereo not drawn)	-4	-7	2	0.9	2	2	1	-3	3	0
Cn1c(NCCN2CCCCC2)cc(=O)n(C)c1=O	24*	5	-4	0.2	2	-7	6	-2	3	-5
CC(=O)c1ccc(NC(=S)Nc2cccc(Cl)c2C)cc1	5	-4	-2	0.5	-2	-2	-12	-1	-3	-3
Cc1ccc(C2C(C#N)=C(N)N(N(C)C)C3=C2C(=O)CCC3)cc1 (stereo not drawn)	-3	-8	3	-0.3	6	-5	-4	-3	-13	-19
COc1cc(CN2CCCCCC2)cc(OC)c1	2	3	1	-0.8	-1	1	7	3	-8	8
Cc1c(NC(=O)C(C)OC(=O)c2ccc(NC(=O)CC#N)cc2)c(=O)n(-c2ccccc2)n1C (stereo not drawn)	-1	1	1	-0.1	3	-4	-8	1	-8	-6
Cc1ccnc(NC(=O)c2ccc3[nH]c(=O)c(=O)[nH]c3c2)c1	-1	5	0	-7.2	4	1	2	5	-1	-13
CN(C)c1nc(N(C)C)nc(N2CCCCC2)n1	2	0	2	-0.2	7	-2	-10	2	1	-7
CCOC(=O)CSc1nnc(Cn2c(=O)sc3ccccc32)n1C	-6	2	2	-0.3	7	1	-9	-1	-1	0
COC(=O)c1c(NC(=O)c2ccccc2C(=O)O)sc2c1CCC2	8	-4	-1	-0.1	-1	-5	4	4	5	-7

Whole records, quoted from the list. Order of screens: PRMT1 FP inh	MBD2 inh	LEDGF integ inh	proKLK7 act	Tn6 DDE FP	SIAE inh	Tn7 DDE FP	UHRF1 binding	TCR-CD3 inh	TDP2 inh
`Cc1ccc(C2C(C#N)=C(N)N(N(C)C)C3=C2C(=O)CCC3)cc1` (stereo not drawn) is listed with -3	-8	3	-0.3	6	-5	-4	-3	-13	-19
`Cn1c(NCCN2CCCCC2)cc(=O)n(C)c1=O` is listed with 24*	5	-4	0.2	2	-7	6	-2	3	-5
`O=C(N/N=C/c1ccc([N+](=O)[O-])cc1)c1ccccc1OCc1ccccc1` is listed with 3	5	-3	0.0	4	4	1	1	-3	1

New compounds follow:
SMILES	PRMT1 FP inh	MBD2 inh	LEDGF integ inh	proKLK7 act	Tn6 DDE FP	SIAE inh	Tn7 DDE FP	UHRF1 binding	TCR-CD3 inh	TDP2 inh
CC(=O)Nc1cccc(NC(=O)CSc2nc3ccccc3o2)c1	1	-2	4	-0.7	1	6	2	0	-1	4
N=C1C2=C3Sc4ccccc4N3CCCC2=NN1c1cccc(S(=O)(=O)O)c1	3	0	1	-0.5	-7	1	-1	-1	-1	-4
Cc1ccc(S(=O)(=O)N2CCC(C(=O)OCC(=O)N(CC(C)C)C3CCS(=O)(=O)C3)CC2)cc1C (stereo not drawn)	1	2	-2	-0.2	1	-3	-1	-4	9	2
CC1(C)CC(=O)C2=C(C1)NC(=O)CC2c1cc(F)ccc1F (stereo not drawn)	-4	2	-1	-0.1	2	-1	-2	0	4	2
CCN1CCN(C(=O)/C=C/c2ccc(C(C)C)cc2)CC1	1	-1	2	0.5	-2	4	-4	-2	-3	-1
COc1ccc(C(CCN)Cc2ccccc2)cc1 (stereo not drawn)	-3	1	0	-0.5	1	1	-12	5	-2	-5
COc1ccc(S(=O)(=O)N2CCC(C(N)=O)(N3CCCCC3)CC2)cc1	0	-1	1	-0.1	5	-5	-7	1	6	11
COc1ccc(Cc2c(N)nc(N)nc2N)cc1	-3	-3	1	-0.7	1	0	-9	2	4	11
CCn1c(O)c(N=NC(=O)c2cccnc2)c2cc(Br)ccc21	-2	2	-4	-0.4	-3	9	3	-4	0	16
NC(=O)c1c(NC(=O)c2ccc([N+](=O)[O-])o2)sc2c1CCCC2	3	2	1	0.5	1	1	-3	0	5	1
CC1CCCCC1NC(=O)CSc1nc2ccccc2[nH]1 (stereo not drawn)	2	1	0	-0.4	3	8	-1	0	2	20
Cc1cc(F)ccc1S(=O)(=O)Nc1ncnc2sc3c(c12)CCC3	4	5	-11	-0.1	-4	-1	3	6	7	0
COc1ccc(S(=O)(=O)Nc2cc(C)ccn2)cc1	3	0	-2	-0.3	0	-1	10	0	5	10
Cc1oc2cc3oc(=O)c(CCC(=O)NCc4ccccn4)c(C)c3cc2c1C	0	0	-2	-3.9	-1	0	-5	2	9	-3
O=P(O)(O)c1ccccc1OCCOCCOCCOCCOc1ccccc1P(=O)(O)O	-1	-5	8	0.5	-7	3	4	0	-6	-6
Cc1ccc(C)c(S(=O)(=O)N2CCCC2CNC(=O)C(=O)NCCc2ccco2)c1 (stereo not drawn)	1	-3	0	0.1	0	1	3	0	6	-6
Cc1nnsc1C(=O)N1CCCC(C(=O)c2ccc(C(F)(F)F)cc2)C1 (stereo not drawn)	-2	2	4	0.9	7	2	0	-4	1	-1
Cc1cccc(Cc2c(C)nc3nc(SCC(=O)O)nn3c2C)c1	4	3	1	-0.1	-6	-3	0	2	-5	-7

Source: PubChem
